OX1R antagonist: antagonists of human orexin 1 receptor; CHO/OX1R cells, Fluo-8 calcium fluorescence, orexin A; O43613; hit rate 0.43% among 330,000; AID 434989; inhibition, % at 5 µM;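 active = inhibition above its plate's threshold, mean inhibition of all tested compounds on the plate plus 3 SD, cut at about 37% in these data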;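 also: 0% = orexin A challenge wells and 100% = SB-334867-A antagonist wells; not every result past the cut was called active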
Target sequence (O43613 whole entry, looked up): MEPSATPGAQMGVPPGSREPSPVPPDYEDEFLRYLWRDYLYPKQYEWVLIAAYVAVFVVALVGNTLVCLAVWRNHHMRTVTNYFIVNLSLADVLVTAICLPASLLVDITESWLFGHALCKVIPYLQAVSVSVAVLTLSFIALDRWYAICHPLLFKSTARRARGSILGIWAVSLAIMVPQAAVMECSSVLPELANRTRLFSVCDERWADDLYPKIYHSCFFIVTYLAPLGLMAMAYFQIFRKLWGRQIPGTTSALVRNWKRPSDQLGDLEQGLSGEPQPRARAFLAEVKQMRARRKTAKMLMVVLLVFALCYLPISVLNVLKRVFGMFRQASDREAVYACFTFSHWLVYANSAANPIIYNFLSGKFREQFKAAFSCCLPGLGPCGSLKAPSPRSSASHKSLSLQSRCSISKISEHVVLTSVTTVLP
CHT allo act: allosteric activators of human choline transporter CHT; Q9GZV3; CHT-expressing cells, membrane potential dye, choline EC20; stronger effect = higher value; LV-AA mutant CHT in HEK293 cells; B-score at 10 µM; hit rate 0.49% among 310,000; AID 488977;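 active = initial fluorescence not abnormally high and integrated response B-score, plate-corrected, over 3 SD above library mean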
Target sequence (Q9GZV3 whole entry, looked up): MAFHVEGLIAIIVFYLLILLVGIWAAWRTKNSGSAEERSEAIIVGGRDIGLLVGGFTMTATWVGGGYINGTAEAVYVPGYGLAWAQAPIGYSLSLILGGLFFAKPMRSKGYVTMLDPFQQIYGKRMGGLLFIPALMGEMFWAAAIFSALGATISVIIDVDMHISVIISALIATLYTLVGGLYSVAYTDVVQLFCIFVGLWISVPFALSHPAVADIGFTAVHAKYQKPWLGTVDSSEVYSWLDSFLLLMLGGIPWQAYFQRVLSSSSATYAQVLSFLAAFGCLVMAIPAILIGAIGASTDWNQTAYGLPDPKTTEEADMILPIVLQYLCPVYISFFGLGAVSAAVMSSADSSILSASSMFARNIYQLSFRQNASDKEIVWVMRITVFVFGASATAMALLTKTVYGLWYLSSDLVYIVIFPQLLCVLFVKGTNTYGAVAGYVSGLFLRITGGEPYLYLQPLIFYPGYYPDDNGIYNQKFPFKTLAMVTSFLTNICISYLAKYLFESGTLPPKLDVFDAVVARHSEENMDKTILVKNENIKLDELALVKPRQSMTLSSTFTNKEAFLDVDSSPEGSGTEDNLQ
An asterisk follows results filed as active; i = inactive; / = no result given.

Every second line gives: OX1R antagonist	CHT allo act
- COc1ccc(S(=O)(=O)NCC(c2ccco2)N2CCc3ccccc32)cc1 (stereo unspecified)
→ -10	i
- Nc1ccccc1C(=O)/C=C/c1ccc2c(c1)OCO2
→ -14	i
- C=CCn1c(SCC(=O)NC2CCCCC2)nnc1-c1ccc(OC)cc1
→ -16	i
- O=C(CSc1cccc2cccnc12)OCC(=O)c1ccc(Br)cc1
→ -5	i
- CCC(C)(C)n1nnnc1CN1CCN(c2nc3ccc(C)cc3cc2C#N)CC1
→ -22	i
- Cc1ccc(C)c(S(=O)(=O)N2CCCC2CNC(=O)C(=O)NC2CCCC2)c1 (stereo unspecified)
→ -22	i
- O=C(Cc1ccc(Cl)cc1)Nc1cccc(-c2nnc(-c3ccco3)o2)c1
→ -18	i
- O=C1CC(c2ccccc2)CC(O)=C1C=Nc1cccc(Cl)c1 (stereo unspecified)
→ -13	i
- Cc1ccc(N(Cc2ccccc2O)C(=O)c2ccccc2F)cc1
→ /	i
- CC(C)S(=O)(=O)C1=NSC2=NC(=O)/C(=C\c3ccc(OC(=O)c4ccco4)cc3)C(=N)N21
→ 0	i
- CC#CCCCC(=O)Nc1ccccc1C(=O)O
→ -7	i
- O=C(O)c1ccc(/C=C2\SC(=Nc3ccccc3)N(c3ccccc3)C2=O)cc1
→ -8	i
- COc1ccc(CCNc2nc(C)nc3c2nnn3Cc2ccccc2)cc1
→ -16	i
- C/C(NC1CCCCC1)=C(/C#N)C(=O)NCCN1CCOCC1
→ -19	i
- CC1=C(C(=O)N2CCOCC2)C(c2cccc3ccccc23)NC(=S)N1 (stereo unspecified)
→ -22	i
- CC1CC(C)(C)NC(=S)N1CCC(=O)N1CCc2ccccc2C1 (stereo unspecified)
→ -26	i
- Cc1ccc(C(=O)Nc2ccncc2)c(C)c1
→ -16	i
- CCOC(=O)c1[nH]c2c(c1C)C(=O)CC(c1ccc(OC)c(OC)c1)C2 (stereo unspecified)
→ -12	i
- COc1ccc(Cc2nnc(SC)[nH]c2=O)cc1OC
→ -11	i
- O=C(Cn1ncc2c([nH]c3ccccc32)c1=O)N1CCN(c2ccccn2)CC1
→ -21	i
- CCCCOc1ccc(N(CC(=O)NC2CCCCC2)C(=O)CCC(=O)Nc2ccccn2)cc1
→ 9	i
- O=C(Nc1ccc(Cl)cc1)c1ccc(Br)cc1F
→ -23	i
- Cc1ccc(C(=O)N(CC(=O)NC2CCCC2)c2ccc3c(c2)OCCO3)s1
→ -19	i
- COc1cccc(CN(C)CC(=O)Nc2ccccc2N2CCOCC2)c1OC
→ -20	i
- COC(=O)C1CCN(Cc2nnc(-c3ccccc3)o2)CC1
→ -17	i
- O=C(NCCO)/C(=C\c1ccc(Br)cc1)NC(=O)c1cccs1
→ 8	i
- O=C(COc1ccc2ccc(=O)oc2c1)NCc1ccccn1
→ 3	i
- O=C(CNC(=O)c1ccco1)OCc1ccc(Br)cc1
→ 10	i
- O=C(O)c1cc(-c2ccccc2Cl)n(-c2ccc(F)cc2)n1
→ -9	i
- O=C(Nc1ccc2c(c1)OCO2)c1ccc(S(=O)(=O)N2CCCC2)cc1
→ -13	i

Full records, looked up by structure:
Shown for COc1ccc(CCNc2nc(C)nc3c2nnn3Cc2ccccc2)cc1 = OX1R antagonist: -16; CHT allo act: i
Shown for CCOC(=O)c1[nH]c2c(c1C)C(=O)CC(c1ccc(OC)c(OC)c1)C2 (stereo unspecified) = OX1R antagonist: -12; CHT allo act: i
Shown for O=C(COc1ccc2ccc(=O)oc2c1)NCc1ccccn1 = OX1R antagonist: 3; CHT allo act: i

Other structures:
Every second line gives: OX1R antagonist	CHT allo act
- CC1CCN(S(=O)(=O)CCNC(=O)c2ccccc2)CC1
→ -12	i
- CCOc1ccc(NC(=O)CN(C)C(=O)c2sc3ccccc3c2Cl)cc1OCC
→ -19	i
- CCCC(=O)Nc1ccc(NC(=O)c2ccco2)c(OC)c1
→ -6	i
- O=C(Nc1ccc(F)cc1)C1CCN(C(=O)c2ccc(F)cc2)CC1
→ -9	/
- COc1ccc(/C=C/C(=O)Nc2nc(C)c(C(=O)N(C)C)s2)cc1OC
→ -6	i
- CCC1(C)Cc2ccccc2-c2nc(SCC(N)=O)[nH]c(=O)c21 (stereo unspecified)
→ -9	i
- COc1ccc(C(=O)NNC2=NCCCCC2)cc1
→ -12	i
- O=C(NCc1ccccn1)Nc1ccc(F)c(Cl)c1
→ -9	i
- NC(=O)C1(N2CCCCC2)CCN(CC(=O)Nc2ccccc2Sc2ccccc2)CC1
→ -19	i
- Cc1ccc(CN2[C@@H](CC3CCCCC3)COCCS2(=O)=O)cc1
→ -37	i
- COc1ccc(NC(=O)N(C)C[C@H]2Oc3c(NC(=O)NC4CCCCC4)cccc3C(=O)N([C@H](C)CO)C[C@@H]2C)cc1
→ -32	/
- O=C(COC(=O)c1ccc(S(=O)(=O)N2CCOCC2)cc1)Nc1nc(-c2ccccc2)cs1
→ -9	i
- COc1ccc2c(c1)c(CC(=O)NCc1cc([N+](=O)[O-])ccc1O)c(C)n2C(=O)c1ccc(Cl)cc1
→ -11	i
- O=C(CSc1nc2ccccc2c(=O)n1CCCO)NCc1ccccc1
→ -13	i
- Cc1nnc(NC(=O)c2cc(-c3ccco3)nc3ccccc23)s1
→ -32	i
- Cc1c(NS(=O)(=O)c2cc(C(=O)NCc3cccnc3)cc(Cl)c2Cl)c(=O)n(-c2ccccc2)n1C
→ -17	i
- COC(=O)c1c(NC(=O)CS(=O)(=O)c2ccccc2)sc(C)c1C
→ -33	i
- CC(C)c1ccc(-c2nc3c([nH]2)c(=O)n(C)c(=O)n3C)cc1
→ -13	i
- CCNC(=O)C(=O)NCC(c1ccc2c(c1)OCO2)N1CCOCC1 (stereo unspecified)
→ -10	i
- CCOC(=O)c1c(C)[nH]c(C(=O)COC(=O)/C=C/c2ccc3c(c2)OCO3)c1C
→ 2	i
- CC(=O)OCCn1c(C)[n+](CCOC(C)=O)c2cc(Cl)c(Cl)cc21
→ -12	i
- Cn1c(=O)c2c(nc(SCCNS(=O)(=O)c3ccccc3)n2C)n(C)c1=O
→ -24	i
- O=C(Nc1nc2cc3c(cc2s1)OCO3)c1cccc(N2C(=O)CCC2=O)c1
→ -10	i
- O=C(Nc1ccc2c(c1)CCC2)C1COc2ccccc2O1 (stereo unspecified)
→ -20	i
- Cc1[nH]c2ccccc2c1CCN(Cc1cccs1)C(=S)NC(C)(C)C
→ -25	i
- COc1ccc(CNC(=O)Cn2nc(C)n3cccc3c2=O)cc1
→ -1	i
- CCOc1ccc(CCNC(=O)CCC(=O)N2CCSc3ccccc32)cc1OCC
→ -2	i
- COc1ccc(S(=O)(=O)N2CCCC(C(=O)Nc3ccc(OC)c(OC)c3)C2)cc1 (stereo unspecified)
→ -4	i
- CC(C)Cn1nc(NS(=O)(=O)c2ccccc2)c2cc3ccccc3nc21
→ -25	i
- CN(CC1CCOCC1)C(=O)CC1C(=O)NCCN1CC1CCCCC1 (stereo unspecified)
→ -2	i

Sorted by count of non-hydrogen atoms (rising): three of the compounds above
Every second line gives: OX1R antagonist	CHT allo act
- COC(=O)c1c(NC(=O)CS(=O)(=O)c2ccccc2)sc(C)c1C
→ -33	i
- CC(C)Cn1nc(NS(=O)(=O)c2ccccc2)c2cc3ccccc3nc21
→ -25	i
- O=C(Nc1nc2cc3c(cc2s1)OCO3)c1cccc(N2C(=O)CCC2=O)c1
→ -10	i

(cont.)
Every second line gives: OX1R antagonist	CHT allo act
- CCCC(=O)c1cc(-c2nc3ccccc3n2C)n(C)c1
→ -18	i
- CCn1nnc(NC(=O)C(C)(c2ccccc2)c2ccccc2)n1
→ -22	i
- Cc1c2cnn(CC(=O)N3CCOCC3)c(=O)c2c(C)n1Cc1ccccc1F
→ 12	i
- CCN(CCCNC(=O)C1CCN(S(=O)(=O)CC)CC1)c1cccc(C)c1
→ -2	i
- COc1ccccc1CN1C(=O)CN(C2CCCC2)C(=O)C1c1ccc(F)cc1 (stereo unspecified)
→ -21	i
- O=C(Nc1nnc(S(=O)(=O)N2CCN(c3ccc(F)cc3)CC2)s1)c1ccccc1
→ -1	i
- Cc1cc(C)c(C)c(S(=O)(=O)NCCN2CCOCC2)c1C
→ -16	i
- CC(=O)NS(=O)(=O)c1ccc(NC(=O)CSc2ccc(C)cc2)cc1
→ -19	i
- CC(=O)N(CCC(c1ccco1)C(C)C)Cc1ccc(Cl)cc1 (stereo unspecified)
→ -28	7.4*
- O=C(CCCC(=O)OCC(Cl)=C(Cl)Cl)Nc1ccccc1
→ -16	i
- COC(=O)c1ccc(NC(=O)Cc2ccc(C)cc2)cc1
→ -12	i
- COC(=O)Cc1ccc(NC(=S)N2CCCCC2C)cc1 (stereo unspecified)
→ 3	i
- COc1cc(Cl)c(NC2=CC(=O)C(=O)c3ccccc32)c(OC)c1
→ -9	/
- CCc1ccc(-c2nc(SCC(=O)c3c(N)n(C)c(=O)n(C)c3=O)n[nH]2)cc1
→ -20	/
- COc1cc2cc(C(=O)N/N=C/c3ccccc3Cl)[nH]c2cc1OC
→ 30	i
- Cc1ccc(-c2cn(S(=O)(=O)c3cccc4nsnc34)nc2N)cc1
→ -6	i
- CCN(CC)CCCNC(=O)c1cn(C)c2ccc(S(=O)(=O)N(C)C3CCCCC3)cc2c1=O
→ -8	i
- Cc1ccc(SCCC(=O)Nc2ccc(OCc3ccccc3)cc2)cc1
→ 2	i
- O=C(NCC(=O)N(c1ccccc1)C(C(=O)NC1CCCC1)c1ccncc1)c1ccco1 (stereo unspecified)
→ -14	i
- COc1ccc(/C=C(\NC(=O)c2ccccc2)C(=O)NCC2CCCO2)cc1 (stereo unspecified)
→ -1	i
- CC1(C(=O)NC2CCCCCCC2)CC1(Cl)Cl (stereo unspecified)
→ -18	i
- CCOC(=O)c1[nH]cnc1C(=O)N1CCN(C(=O)OC(C)(C)C)CC1
→ 10	/
- Cn1cnc([N+](=O)[O-])c1Sc1nnc(-c2cccnc2)n1C
→ /	i
- Cc1ccccc1NC(=O)COC(=O)/C=C/c1cccc(C(F)(F)F)c1
→ -8	i
- Cc1ccc(S(=O)(=O)Nc2ccc(-c3nnc(SCc4ccccc4Cl)o3)cc2)cc1
→ 2	i
- O=C(CCN1CCC(c2ccccc2)C1)c1cccs1 (stereo unspecified)
→ -4	i
- COc1cc(-c2nc3n(n2)C(c2ccncc2)C2=C(CCCC2=O)N3)cc(OC)c1OC (stereo unspecified)
→ -7	i
- CCC(=O)Nc1cccc(NC(=O)c2ccc(C)cc2Cl)c1
→ -18	i
- Cc1cc(=O)n(CCCc2ccccc2)[nH]1
→ -12	i
- O=C(CC(c1cccs1)S(=O)(=O)c1ccccc1)c1ccc(F)cc1 (stereo unspecified)
→ -16	i

Ordered by the number under OX1R antagonist (high to low): 4 from the list above
Structure | OX1R antagonist
CCOC(=O)c1c(C)[nH]c(C(=O)COC(=O)/C=C/c2ccc3c(c2)OCO3)c1C | 2
COc1ccc(S(=O)(=O)NCC(c2ccco2)N2CCc3ccccc32)cc1 (stereo unspecified) | -10
CCC(C)(C)n1nnnc1CN1CCN(c2nc3ccc(C)cc3cc2C#N)CC1 | -22
Cc1ccc(CN2[C@@H](CC3CCCCC3)COCCS2(=O)=O)cc1 | -37

(next part)
Every second line gives: OX1R antagonist	CHT allo act
- COc1cc(CCC(=O)OCC(=O)NCC2CCCCC2)cc(OC)c1OC
→ -19	i
- COc1ccc(N2CCN(C(=O)CSc3nnc4ncccn34)CC2)cc1
→ -2	i
- Cc1cc(CNC(=O)COC(=O)Cn2[nH]c(=O)c3ccccc3c2=O)cc(C)c1O
→ -29	i
- O=C(Nc1ccccc1[N+](=O)[O-])C1(c2ccccc2)CCOCC1
→ -13	i
- CCOc1ccc(S(=O)(=O)NC2CC2)cc1
→ -23	i
- NS(=O)(=O)c1ccc(CCNC(=O)c2ccc(Cl)c(S(=O)(=O)N3CCCCC3)c2)cc1
→ -30	/
- O=C(O)C1CC=CCC1C(=O)Nc1ccc2c(c1)OCCO2 (stereo unspecified)
→ -9	i
- COc1ccccc1Nc1nc(N)nc(CN2CCCCCC2)n1
→ -18	i
- CC1CN(C(=O)C2(C)CC2(Br)Br)CC(C)O1 (stereo unspecified)
→ 8	i
- CC(=O)Nc1ccc(/C=N/N2C(C)CCCC2C)cc1 (stereo unspecified)
→ -11	i
- O=C(NCc1ccco1)/C(=C\c1cccs1)NC(=O)c1ccsc1
→ -10	i
- COc1ccc(CCNC(=O)C(Sc2ccccn2)c2ccccc2)cc1OC (stereo unspecified)
→ -9	i
- CCOc1ccc(OCC(=O)NCCc2nc3ccccc3[nH]2)cc1
→ -23	i
- CCCC(=O)c1ccc(-c2ccccc2)cc1
→ -12	i
- COc1ccc(C(=O)NCCOC(C)C)cc1OC1CCN(C(C)=O)CC1
→ -10	i
- CC(=O)c1ccccc1NC(=O)CSc1nnc(Cc2csc(C)n2)o1
→ -20	i
- Cc1ccc(C(=O)OCC(=O)N(CC(C)C)c2c(N)n(Cc3ccccc3)c(=O)[nH]c2=O)s1
→ -18	i
- Cc1cc(NS(=O)(=O)c2ccc(NC(=S)NC(=O)c3ccc(F)cc3)cc2)no1
→ -15	i
- COC(C(=O)Nc1ccnn1C1CCN(Cc2ccc(C)s2)CC1)c1ccccc1 (stereo unspecified)
→ -9	i
- COc1cccc(CNC(=O)COc2cccc3c2OC(C)(C)C3)c1
→ -30	i
- O=C(NCC1COc2ccccc2O1)c1ccc(NC(=O)C(c2ccccc2)c2ccccc2)cc1 (stereo unspecified)
→ 21	i
- CNc1nc(SC)nc(N2CCOCC2)n1
→ -10	i
- O=C(N[C@@H](Cc1ccccc1)C(=O)OCc1ccccc1)c1nc[nH]c1C(=O)N1CCNCC1
→ 12	/
- N#C/C(=C\Nc1ccccn1)S(=O)(=O)c1ccc(Cl)cc1
→ -22	i
- NS(=O)(=O)c1ccc(CCNC(=O)CCNC(=O)c2ccco2)cc1
→ -1	i
- CCCOc1ccc(C2c3c(oc4cc(C)c(C)cc4c3=O)C(=O)N2CCCN(C)C)cc1OCC (stereo unspecified)
→ -20	i
- COc1ccc2c(c1)C=C(C(=O)NCc1ccc(Cl)cc1)CO2
→ -26	i
